# Compound activity from PubChem BioAssay.
# rCAG RNA binder: molecules binding r(CAG) RNA repeats; 370,000 compounds, 1.3% hits; inhibition, % at 3 µM; r(CAG) RNA repeat, TO-PRO-1 dye displacement fluorescence; AID 651821;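 active = inhibition above the plate cutoff, the mean of all test compounds on that plate plus 3 SD, cut at about 35% in these data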;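 note: 0% = DMSO alone and 100% = 100 µM mitoxantrone as full dye displacement; higher means more dye released from RNA so lower well fluorescence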
# MBD2 DNA inh: blocks human MBD2 binding to methylated DNA; Q9UBB5; TR-FRET, MBD2 binding to methylated oligonucleotide; inhibition, % at 4.4 µM; 370,000 compounds, 0.31% hits; in the data active = inhibition above about 13%
# TCR CD3 inh: human TCR-CD3 binding inhibition; TAMRA-labeled TCR probe fluorescence, biochemical; inhibition, % at 9.4 µM; 360,000 compounds, 0.37% hits; in the data active = inhibition above about 19%;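 note: recombinant mutant TCR 2C K166C tagged with TAMRA read by polarization; 0% = receptor in buffer alone and 100% = receptor with positive control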
# NPR2 activator: GC-B (human) receptor activation | P20594 | HEK293-GC-B cells, CNP EC30, cGMP TR-FRET; 0% at EC30 CNP, 100% saturating CNP | activation, % at 10 µM | 370,000 compounds, 0.11% hits | AID 1920062;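 active = activation at 10 µM reaching about 35% in either raw or pattern-adjusted values, limit read from the data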
# TDP2 inh: blocks human TDP2 phosphodiesterase activity. recombinant TDP2, T5PNP hydrolysis, p-nitrophenol absorbance 415 nm. inhibition, % at 12.8 µM. 370,000 compounds, 0.34% hits. AID 720702;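 active = inhibition above the mean of all tested compounds plus 3 SD, set per campaign, cut at about 25% in these data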;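 note: 0% = DMSO with enzyme and 100% = buffer with substrate but no TDP2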
# Target sequence (O95551 whole entry, looked up): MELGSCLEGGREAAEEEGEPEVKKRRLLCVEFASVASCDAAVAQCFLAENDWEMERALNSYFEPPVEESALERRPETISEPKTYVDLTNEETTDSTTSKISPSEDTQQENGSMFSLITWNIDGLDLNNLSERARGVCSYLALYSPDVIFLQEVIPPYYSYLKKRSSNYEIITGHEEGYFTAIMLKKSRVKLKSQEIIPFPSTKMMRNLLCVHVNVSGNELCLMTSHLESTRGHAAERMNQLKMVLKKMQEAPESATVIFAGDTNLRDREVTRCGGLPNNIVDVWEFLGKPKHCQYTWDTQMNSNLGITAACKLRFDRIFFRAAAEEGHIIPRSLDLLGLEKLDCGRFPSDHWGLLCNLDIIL
#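 Material: recombinant human TDP2; quantity: TDP2 enzyme at 120 nM final; medium: Tris-HCl pH 7.5 with MgCl2; compound: single concentration, 12.8 µM nominal, with 1% DMSO; incubation: 2 h enzyme incubation at 37 °C; signal: epi absorbance; measure: percent inhibition; benchmarks: high control without enzyme, low control DMSO plus TDP2; repeats: singlicate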
# SIAE primary: human SIAE inhibition, primary screen | inhibition, % at 9.66 µM | Q9HAT2 | SIAE FP-Rh probe binding, fluorescence polarization | AID 1053197 | 370,000 compounds, 0.69% hits;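 active = inhibition above a cutoff: mean of compounds within the control limits plus 3 SD of those, cut at about 17% in these data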;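 note: 0% = plate median of compound wells and 100% = probe without SIAE protein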
# ABHD4 inh: inhibits mouse alpha/beta hydrolase domain 4 | Q8VD66 | purified mABHD4, FP-Rh probe fluorescence polarization | inhibition, % at 8.92 µM | 370,000 compounds, 0.54% hits | AID 720543;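 active = inhibition exceeding the mean over every tested compound plus 3 SD, cut at about 30% in these data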;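 note: 0% = plate median of compound wells and 100% = S159A mutant with DMSO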
#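 Test system: mouse ABHD4 enzyme, wild type. Reagent: FP-Rh fluorescent activity-based probe, added after compound pre-incubation. Timing: pre-incubation 45 min, probe exposure 60 min, at 25 °C. Technique: FP readout, ex 525 nm / em 598 nm. Benchmarks: high control S159A mutant with DMSO, low control median of compound wells.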
# PRMT1 FP inh: PRMT1 (human) inhibition, primary screen; Q99873; recombinant PRMT1, activity-based probe fluorescence polarization; inhibition, % at 2.79 µM; 370,000 compounds, 1.3% hits;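 active = inhibition above about 21% made by adding two undisclosed values, limit read from the data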
# HTRA1 inhibitor: inhibitors of human serine peptidase HTRA1 | Q92743 | 340,000 compounds, 0.5% hits | recombinant HTRA1, FP-rhodamine activity-based probe, fluorescence polarization | inhibition, % at 5.96 µM; in the data active = inhibition above about 36%;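 note: 0% = enzyme with DMSO and 100% = wells lacking enzyme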
# Target sequence (Q92743 whole entry, looked up): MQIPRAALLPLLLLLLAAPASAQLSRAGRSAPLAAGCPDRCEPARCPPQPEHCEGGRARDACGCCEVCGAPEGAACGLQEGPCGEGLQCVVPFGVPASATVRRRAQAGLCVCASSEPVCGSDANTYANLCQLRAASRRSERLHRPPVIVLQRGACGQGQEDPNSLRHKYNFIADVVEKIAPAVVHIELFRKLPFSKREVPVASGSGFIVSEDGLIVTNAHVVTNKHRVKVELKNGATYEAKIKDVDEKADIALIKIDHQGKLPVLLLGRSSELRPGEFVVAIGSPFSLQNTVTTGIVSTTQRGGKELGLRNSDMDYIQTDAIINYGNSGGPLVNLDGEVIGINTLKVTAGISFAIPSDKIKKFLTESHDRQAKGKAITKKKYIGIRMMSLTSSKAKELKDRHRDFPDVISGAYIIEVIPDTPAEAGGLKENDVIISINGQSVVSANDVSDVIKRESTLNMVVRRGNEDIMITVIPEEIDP
# LEDGF integ inh: blocks HIV-1 LEDGF/p75-dependent DNA integration; TR-FRET IN-LEDGF/p75 DNA integration, Eu/Cy5; inhibition, % at 3.7 µM; 370,000 compounds, 0.64% hits;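 active = inhibition above the screen-wide mean plus 3 SD, cut at about 13% in these data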;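 note: signal is the Cy5 over europium emission ratio at 671 and 618 nm; 0% = plate median of compound wells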
# * marks the source's active call; other numbers are inactive results; · = not tested or not shown. An excerpt (hit frequency here may not be typical).
SMILES	rCAG RNA binder	MBD2 DNA inh	TCR CD3 inh	NPR2 activator	TDP2 inh	SIAE primary	ABHD4 inh	PRMT1 FP inh	HTRA1 inhibitor	LEDGF integ inh
COc1ccc2c(=O)c(C(=O)NCCc3ccc(OC)c(OC)c3)c[nH]c2c1	2	-2	4	0	-1	-5	-8	-3	-1	1
CCNC(=O)NC1c2ccccc2CSc2ccccc21 (centres undefined)	1	-1	3	-6	10	-7	0	0	2	3
CN(c1ccccc1)S(=O)(=O)c1cccc(C(=O)NC2CCCC2)c1	2	-2	-7	6	5	-3	3	5	-1	10
COc1ccccc1NS(=O)(=O)c1cc([N+](=O)[O-])ccc1N/N=C/c1c[nH]c2ccccc12	74*	3	-6	-10	6	6	9	-2	10	4
CN1C(=O)CSc2ccc(NC(=O)N3CCOCC3)cc21	1	-2	-4	1	-2	-3	3	0	-4	1
COCCNC(=O)C(OC(=O)c1ccco1)c1ccccc1F (centres undefined)	-2	-1	-3	-2	-6	0	-2	0	3	1
CC1(c2ccccc2)NC(=O)N(CC(=O)NC(=O)NCc2ccco2)C1=O (centres undefined)	2	-3	0	0	1	-2	-5	2	4	0
CC(OC(=O)c1ccccn1)C(=O)Nc1nc(-c2ccc(F)c(F)c2)cs1 (centres undefined)	1	5	0	1	3	-5	-9	0	-14	-1
COc1cc(NC(=O)c2ccccc2)c(C)cc1NC(=O)CSc1nnc(COc2ccccc2)n1Cc1ccco1	6	-4	·	-3	-3	-2	-5	-4	·	1
Cc1cccc(NC(=O)CSc2nc3c(c(=O)[nH]2)CCCC3)c1C	0	0	-4	-7	-2	1	0	-1	-1	-6
CCCCCN(C(=O)CCC(=O)OCC(=O)N1CCCCC1)c1c(N)n(CCCC)c(=O)[nH]c1=O	-13	-7	4	2	4	0	0	6	-3	-2
CCOc1ccc2nc(N/C(N)=N/S(C)(=O)=O)nc(C)c2c1	0	6	-4	3	3	2	2	-2	2	-3
Cc1cccc(N2CC(O)(c3cccs3)[N+]3=C2CCCC3)c1 (centres undefined)	1	0	6	-1	2	0	-1	0	2	1
O=C(NCCOc1ccccc1)C1CCC(=O)N(CCCN2CCOCC2)C1 (centres undefined)	-2	-5	3	-5	-1	1	-3	-1	4	2
COc1cc2c(=O)[nH]c3cc([N+](=O)[O-])ccc3c2cc1[N+](=O)[O-]	9	2	-3	-2	-4	-1	0	8	9	1
O=C1NC(=O)c2cc([N+](=O)[O-])cc3cccc1c23	2	-2	9	-11	-7	-3	7	-2	6	-3
CCCNC(=O)C1(C)CCN(C(=O)c2ccc(OC)cc2OC)C1 (centres undefined)	2	3	-13	-1	-3	3	-4	-2	·	0
COc1ccc(-c2cc(=O)c3ccc(O)cc3o2)cc1	3	2	-10	-5	-12	-5	-21	0	-9	3
Cc1cc(OCC(=O)OCC(=O)NCC2CCCO2)ccc1Cl (centres undefined)	0	-1	-3	-1	4	-2	6	-3	7	-3
Cc1ccc(SCc2c(C(=O)N/N=C/c3cccnc3)nnn2-c2nonc2N)cc1	5	0	-4	3	-4	-10	-3	-1	-18	5

# Whole records from above. Screens in order: rCAG RNA binder | MBD2 DNA inh | TCR CD3 inh | NPR2 activator | TDP2 inh | SIAE primary | ABHD4 inh | PRMT1 FP inh | HTRA1 inhibitor | LEDGF integ inh
# Cc1ccc(SCc2c(C(=O)N/N=C/c3cccnc3)nnn2-c2nonc2N)cc1 is listed with 5 | 0 | -4 | 3 | -4 | -10 | -3 | -1 | -18 | 5
# CC(OC(=O)c1ccccn1)C(=O)Nc1nc(-c2ccc(F)c(F)c2)cs1 (centres undefined) is listed with 1 | 5 | 0 | 1 | 3 | -5 | -9 | 0 | -14 | -1

# Next structures follow:
SMILES	rCAG RNA binder	MBD2 DNA inh	TCR CD3 inh	NPR2 activator	TDP2 inh	SIAE primary	ABHD4 inh	PRMT1 FP inh	HTRA1 inhibitor	LEDGF integ inh
O=C(Nc1ccccn1)c1cccc(S(=O)(=O)N2CCOCC2)c1	2	1	-6	3	2	2	-3	3	-3	1
O[C@@H](c1cc(C(F)(F)F)nc2c(C(F)(F)F)cccc12)[C@H]1CCCCN1	18	1	3	-4	-8	-5	11	-9	12	3
C/C=C1\COC(C(=O)NCc2ccccc2)(C(F)(F)F)C=C1C=C1CCCCC1 (centres undefined)	2	1	-4	-6	-19	-7	-17	4	-30	1
C[C@H]1[C@@H]2C[C@@]3(O[C@H](c4ccccn4)N=C3C[C@@H]1c1ccccc1)N(Cc1ccncc1)C2=O	2	5	-6	6	-3	3	6	0	·	-1
COc1ccccc1NC(=O)CSC1=NC(=O)C(Cc2ccccc2)C(=O)N1 (centres undefined)	7	6	6	8	-10	3	-12	3	0	-7
COc1cccc(CNC(=O)CN(c2cc(C)cc(C)c2)S(=O)(=O)c2c(C)noc2C)c1	-2	4	-6	-1	-7	4	1	1	-15	-4
N#Cc1ccccc1OCC(=O)N(C1CCCCC1)C1CCS(=O)(=O)C1 (centres undefined)	0	5	-1	0	1	1	4	-2	6	-3
Cc1ccc(-n2ncc(-c3n[nH]c(=S)o3)c2N)cc1C	4	2	0	0	0	4	0	7	-3	-3
O=C(c1ccc(OC2CCN(CCc3ccccc3)CC2)cc1)N1CCCC1	-14	4	4	-1	-1	4	7	2	-7	-2
CCOC(=O)NC(Nc1ccc(S(N)(=O)=O)cc1)(C(=O)OCC)C(F)(F)F (centres undefined)	2	2	5	4	0	8	9	1	6	0
O=C(NCCc1ccc(Cl)cc1)C1CCN(S(=O)(=O)c2ccc(Br)s2)CC1	-1	-1	4	-3	10	-3	-5	-2	-9	-2
Cc1csc(N(C(=O)CCNC(=O)c2ccc([N+](=O)[O-])cc2)c2ccccc2)n1	0	1	-5	-8	9	1	-6	2	2	1
COCCCNC(=O)/C(C#N)=C/c1cccc(NC(=O)c2ccccc2Cl)c1	2	2	-5	-11	10	-2	0	5	-10	0
CC(C)(C)C1CCC(=O)N(CCC#N)CC1 (centres undefined)	-3	1	5	3	-11	-1	-5	-2	-4	-1
Cc1nn(-c2ccccc2)c(C)c1/C=N/NC(=O)c1cc(C23CC4CC(CC(C4)C2)C3)[nH]n1	-1	-4	3	0	-6	-37	3	-2	-92	0
COC(=O)Cn1cc(C(=O)c2cccs2)c2ccccc21	-3	1	-2	5	-8	-10	-1	-1	2	-5
CCOC(=O)C1=C(C)c2ccccc2OC1C(=O)OCC (centres undefined)	-2	-4	-4	-3	-3	-1	0	3	3	0
COc1cc([N+](=O)[O-])ccc1NC(=O)CSc1nccn1C	0	-4	8	2	-6	0	4	-1	3	-1
CCc1nc2c(OCC3COc4ccccc4O3)cccn2c1N(C)C(=O)c1ccc(OC)cc1 (centres undefined)	8	0	0	7	-9	4	7	1	·	0
O=C(COC(=O)c1ccccc1O)NC12CC3CC(CC(C3)C1)C2	2	-3	-3	-4	-2	6	-2	-3	-14	8

# Next part.
SMILES	rCAG RNA binder	MBD2 DNA inh	TCR CD3 inh	NPR2 activator	TDP2 inh	SIAE primary	ABHD4 inh	PRMT1 FP inh	HTRA1 inhibitor	LEDGF integ inh
O=C1CC(=O)C(n2cncn2)C(c2cccc(Cl)c2)C1 (centres undefined)	29	-7	2	1	-5	2	0	-2	0	-4
COc1ccccc1-c1nnc(Sc2nc([N+](=O)[O-])nn2C)o1	3	-2	-1	-3	10	-3	0	-1	5	0
CC(=O)Nc1cccc(C(=O)NC(C)c2ccc(-n3ccnc3)cc2)c1 (centres undefined)	3	-3	4	0	6	9	8	-1	-6	-2
COc1ccc(Cl)cc1NC(=O)CN(C)CC(=O)Nc1ccc2c(c1)OCO2	-1	-1	-1	-5	-12	5	-5	1	-2	-5
CC(C)(C)c1ccc(NC(=O)CSc2nnc(-c3n[nH]c4ccccc34)o2)cc1	9	1	10	-4	-18	-35	-83	1	-82	0
Cc1ccc(NC(=O)CSc2ccc(S(=O)(=O)N3CCCC3)cn2)cc1F	7	-3	-11	-2	-3	0	4	7	-33	-6
COc1ccc(-c2cc(C(=O)NCc3ccco3)no2)cc1OC	3	-1	8	-7	-18	-13	-19	-4	-4	0
CC1(c2ccccc2Cl)NC(=O)N(CC(=O)Nc2ccc(N3CCCCC3)cc2)C1=O (centres undefined)	0	-3	-1	-2	4	9	8	3	-3	-1
CCOC(=O)C1=C(Nc2ccc(OC)cc2)OCC1=O	-1	2	3	3	6	-6	-3	-4	3	-1
O=S(=O)(Nc1nc2c(s1)CCCC2)c1ccc2ccccc2c1	32	0	5	-3	-9	4	4	-1	-11	0
O=C(C(O)c1ccccc1)N1CCN(S(=O)(=O)c2ccc(C(F)(F)F)cc2)CC1 (centres undefined)	-1	-1	-2	0	1	0	6	2	·	0
CCN1CCN(c2ccc(S(=O)(=O)N3CCCCC3)cc2NC(=O)COc2ccc(Cl)cc2)CC1	-3	-2	-5	4	6	1	-3	-6	-30	-3
O=C(Nc1nnc(-c2ccccc2)s1)c1cccc(S(=O)(=O)N2CCOCC2)c1	0	-5	-6	2	1	-5	-1	1	2	1
CCOC(=O)N1CCN(C(=O)Nc2ccc(NC(=O)N3CCN(C(=O)OCC)CC3)cc2)CC1	-11	1	3	0	4	4	0	-2	6	0
Cc1csc(NC(=O)Nc2cccc(Cl)c2)n1	46*	2	3	-1	6	-5	-12	2	-17	-5
Cc1ccc(CN2CC(C(=O)Nc3nnc(SCc4c(Cl)cccc4Cl)s3)CC2=O)cc1 (centres undefined)	8	2	6	3	5	-4	14	-4	-6	4
Cc1cccc(C)c1OC(=O)CN(c1ccc(Cl)cc1)S(C)(=O)=O	-6	2	5	-11	-2	9	-2	-1	-6	0
CCCc1cc(C(=O)N2CCN(C(c3ccccc3)c3ccccc3)CC2)no1	2	0	16	10	4	2	18	0	-26	1
COc1ccc(S(=O)(=O)N2CCOCC2)cc1Cl	-3	-5	4	2	2	0	1	-2	6	-1
CC(C)(C)OC(=O)N1O[C@H]2CC1[C@@H]1[C@@H]2N=NN1CCc1ccncc1	1	-3	6	0	9	4	4	-3	2	5

# The listing continues.
SMILES	rCAG RNA binder	MBD2 DNA inh	TCR CD3 inh	NPR2 activator	TDP2 inh	SIAE primary	ABHD4 inh	PRMT1 FP inh	HTRA1 inhibitor	LEDGF integ inh
CCOc1ccc(NC(=O)C(CC)n2nc(C)c3c(C)n(-c4ccccc4)nc3c2=O)cc1 (centres undefined)	-3	-5	4	-6	-15	-1	-13	-6	-6	-5
O=C(CCc1ccc(S(=O)(=O)N2CCOCC2)cc1)Nc1ccc(N2CCOCC2)cc1	4	4	-2	-6	0	1	-1	1	-5	-2
O=C(OCCOc1ccc(Br)cc1)c1ccc(Cl)c(S(=O)(=O)N2CCOCC2)c1	3	-6	1	-4	12	-4	0	-3	-2	-3
CC(=O)N1CCN(c2ccc(NC(=O)c3cccc(Cl)c3)cc2)CC1	-2	-1	0	-1	14	-1	-1	-3	5	1
CCCCOc1ccccc1NC(=O)c1scc2c1OCCO2	0	-5	3	-1	-6	-6	-6	-5	-48	5
Cc1ccc(C)c(NC(=O)CN(C)C(=O)c2cc([N+](=O)[O-])ccc2N2CCOCC2)c1	2	-2	-1	4	3	12	0	-1	-3	2
O=S(=O)(c1cccs1)N1CCN(Cc2nc3ccccc3s2)CC1	-5	5	2	2	2	3	5	-3	-5	0
